# mcGAS inh = cyclic GMP-AMP synthase inhibitors, mouse, primary biochemical chemiluminescence. inhibition, % at 12.5 µM. Q8C6L5. actives 0.15% (n = 160,000). AID 1259399, 2018. recombinant cGAS, Kinase-Glo ATP depletion luminescence;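 note: 0% = negative control wells and 100% = reference inhibitor with no enzyme activity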
# hcGAS inh = Primary biochemical luminescence assay for human cyclic GMP-AMP synthase inhibitors | inhibition, % at 12.5 µM | actives 0.081% (n = 290,000) | recombinant h-cGAS, ATP depletion, Kinase-Glo luminescence | AID 1259398, 2018 | Q8N884;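 note: 0% = vehicle reaction and 100% = reaction without DNA for no activity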
# Target sequence (Q8N884 whole entry, looked up): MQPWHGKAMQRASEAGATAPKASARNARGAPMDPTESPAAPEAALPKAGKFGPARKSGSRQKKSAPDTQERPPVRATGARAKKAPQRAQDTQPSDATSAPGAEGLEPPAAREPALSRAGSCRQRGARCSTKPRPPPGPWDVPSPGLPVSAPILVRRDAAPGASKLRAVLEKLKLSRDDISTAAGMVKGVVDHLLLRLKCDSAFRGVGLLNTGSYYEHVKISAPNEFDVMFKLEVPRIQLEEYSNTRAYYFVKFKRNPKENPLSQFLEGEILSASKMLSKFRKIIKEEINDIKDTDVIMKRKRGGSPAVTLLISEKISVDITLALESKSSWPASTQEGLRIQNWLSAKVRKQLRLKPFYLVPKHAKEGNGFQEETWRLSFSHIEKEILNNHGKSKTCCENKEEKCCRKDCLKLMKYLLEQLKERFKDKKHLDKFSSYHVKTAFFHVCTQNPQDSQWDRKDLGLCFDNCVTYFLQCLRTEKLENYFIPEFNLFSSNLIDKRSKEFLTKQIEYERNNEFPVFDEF
# NPYLR7 ag = agonists of mosquito NPYLR7 receptor, primary screen, cell-based, Aedes aegypti, calcium fluorescence, mosquito biting behavior. actives 0.15% (n = 270,000). activation, % at 10 µM. HEK293T NPYLR7/Galpha15, GCaMP6s calcium fluorescence. Aedes aegypti neuropeptide Y-like receptor 7 (NPYLR7). AID 1259423, 2018; in the data active = activation above about 40%;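 note: 0% = vehicle and 100% = reference agonist at the receptor; some compounds past the cut are filed as inactive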
# * marks the source's active call; other numbers are inactive results; · = not tested or not shown; & = joins results of further samples. Cut-off read from the data, not from the text of the source, unless noted: active = inhibition above about 40%; inactive = the rest.
SMILES,mcGAS inh,hcGAS inh,NPYLR7 ag
CC(=O)NC(C(=O)Nc1nc2ccc(F)cc2s1)C(C)C (centres undefined),·,-2,1
Cc1ccc(NC(=O)c2cc(-c3ccc([N+](=O)[O-])cc3)nn2-c2ccc(Cl)cc2)cc1C,-7,-13,0
CC(=O)c1cccc2c1OC(F)(F)C(=O)N2Cc1cccc(F)c1,·,-2,4
c1ccc(-c2noc(CN3CCCC3c3ccccn3)n2)cc1 (centres undefined),·,-2,5
COCCCNc1cc(Cl)nc(N)n1,·,-8,-1
CC1CCCN(c2nn3c(=O)c(C(=O)NC4CCCCCCC4)cnc3s2)C1 (centres undefined),-3,-6,·
CC1(C)Cc2c(ccc3ccccc23)C(CCN2CCCCC2)=N1,-6,-4,-8
Cc1nc(C)c(C(=O)N2CCC(N3CCCC(C(=O)NC4CC4)C3)CC2)s1 (centres undefined),·,-2,-7
CC1CN(c2ncnc3c2cnn3CCNC(=O)CCc2ccccc2)CC(C)O1 (centres undefined),0,-5,-3
COc1cc(OC)cc(C(=O)N(CC(=O)N(Cc2cccn2Cc2ccc(F)cc2)C2CCCCC2)CC(C)C)c1,-3,3,-4
N#CC(=Cc1ccc(Br)s1)c1nc2ccccc2[nH]1,·,2,-3
O=C1CC(=NCC2CCCO2)C2(CCCCC2)O1 (centres undefined),-4,2,5
CCCS(=O)(=O)N1CCN(CCNC(=O)C2CCC2)CC1,·,-11,4
CCNC(=O)Cc1ccc(-n2cnc(-c3cccs3)c2)cc1,-11,-6,-1
CCN1CCN(C(=O)c2ccc(N3CCC(N4CCC(Oc5ccc(F)cc5)CC4)CC3)cc2)CC1,-25,-4,-1
CCNC(=O)[C@@H]1C[C@H](N)CN1Cc1ccccc1OCc1ccccc1,-10,-8,10
O=C1C2C3C=CC(C4CC34)C2C(=O)N1CC(=O)n1nnc2ccccc21 (centres undefined),·,-4,-9
Cc1cc(C)c(NC(=O)CN2CCN(S(=O)(=O)c3ccc(Cl)s3)CC2)c(C)c1,·,1,1
CCOC(=O)c1c(NC(=O)c2cncc(Br)c2)c(-c2cccc(F)c2)cn1C,-5,-5,1
COCCN1CCC2(CCC1=O)CN(C(=O)NC(C)C)CCN2C (centres undefined),-5,-7,·
CC(CCc1ccco1)NC(=O)N1CCCN(C(=O)Oc2ccccc2)CC1 (centres undefined),·,9,4
CC(C)N1C[C@H](O)[C@@H](n2cnc(-c3ccccc3)c2-c2cccc(C#N)c2)C1,·,-4,10
CN1CCN(c2cc(-c3cccc(OC(F)(F)F)c3)nc3ccnn23)CC1,-3,-3,-4
Cc1cc(C)cc(-c2ccc(-n3cncc3C(=O)NCc3ccc(OC(F)(F)F)cc3)cc2)c1,-6,0,12
CCc1cccc(C)c1NC(=O)Cn1nc(-c2ccc(F)cc2)c2sc(N3CCCC3)nc2c1=O,-8,-3,-3
O=c1[nH]cnc2cc([N+](=O)[O-])ccc12,·,-2,1
Cc1cccc(=O)n1CCC(=O)N1CCNCC1C(=O)N1CCOCC1 (centres undefined),·,-4,11
CCCCN(CCC(=O)N1CCN(C(C)=O)CC1)c1nc(Cc2ccc(C)cc2)ns1,-3,-6,10
CNC(=O)c1ccc(CN2CCC(N3CCCC3=O)CC2)o1,·,-3,2
c1ccn2c(C3CCCN(c4ncnc5c4CCNC5)C3)nnc2c1 (centres undefined),·,-1&-9,3&1
CC1=C(c2ccc(C)cc2)S(=O)(=O)N=C1N1CCCC1,·,-5,-2
COc1cccc(Cc2nsc(N3CCC(CNC(=O)Nc4cc(C(F)(F)F)cc(C(F)(F)F)c4)CC3)n2)c1,3,1,·
Cc1ccc(C2(O)CCN(C(=O)c3cccc4c3OCC4)CC2)nc1,-17,-2,6
COC(=O)N[C@@H](C)CNc1nccc(-c2cn(C(C)C)nc2-c2cc(Cl)cc(NS(C)(=O)=O)c2F)n1,-12,-12,4
N=C(N)N1CCC2CCCCC2C1 (centres undefined),·,-6,2
CC(=O)c1cccc(-c2ccc3c(c2)C(C)(Cc2ccccc2C#N)C(=O)N3)c1 (centres undefined),-2,-3,4
Cc1ccc(C(=O)O)cc1OCc1csc(Br)c1,·,-5,-5
CC(C)c1nnc(-c2cc3ccccc3n2CC(=O)N(C(C)C)C(C)C)o1,-8,-5,10
COc1ccc(NC(=O)[C@@H](OC)c2ccccc2)c(NC(=O)C(C)C)c1,-18,-6,26
CCCCCCCCCC(=O)N(CCC)Cc1nc(C(=O)OC)cs1,-3,-9,-7

# An excerpt from above in order of molar mass, ascending.
SMILES,mcGAS inh,hcGAS inh,NPYLR7 ag
O=c1[nH]cnc2cc([N+](=O)[O-])ccc12,·,-2,1
CNC(=O)c1ccc(CN2CCC(N3CCCC3=O)CC2)o1,·,-3,2
COc1cccc(Cc2nsc(N3CCC(CNC(=O)Nc4cc(C(F)(F)F)cc(C(F)(F)F)c4)CC3)n2)c1,3,1,·

# Next section.
SMILES,mcGAS inh,hcGAS inh,NPYLR7 ag
Cc1ccc(S(=O)(=O)C(C#N)=Cc2ccccc2Br)cc1,-6,-8,2
BrC12C3C4C5C3C1C(C4C21OCCO1)C51OCCO1 (centres undefined),·,7,-3
CN(Cc1cscn1)C(=O)CC12CC3CC(CC(Br)(C3)C1)C2,·,-10,16
COc1cccc(N2C(=O)CSC2c2cccc(NC(=O)c3cccs3)c2)c1 (centres undefined),0,1,-4
CCc1ccc(C(=O)Nc2ccc(Cl)c(C(N)=O)c2)o1,·,-9,0
O=c1c2c3c(sc2ncn1N=Cc1ccc(Br)cc1)CCCC3,-6,-6,-2
CNc1cc(-c2cccc(C(C)=O)c2)ncn1,·,-5,2
Cc1ccc2c(c1)CCN1C(=O)CN(C(=O)Nc3ccc4c(c3)OCCO4)CC21 (centres undefined),1,-1,-5
COCc1cc(N2CCOCC2)nc(SCc2cccc(C(=O)NC3CC3)c2)n1,-3,0,-4
Cc1ccc(NC(=O)Nc2c[nH]c3ccccc23)c(C)c1,-8,-6,4
CCc1oc(C(=O)N2CCC3(CCOCC3)CC2)cc1CN1CCCC1,·,-2,2
CCOC(=O)n1c(=O)oc2cc(Br)ccc21,-1,-6,0
COc1cccc(-c2n[nH]c(=S)n2C)c1,-7,-3,-6
Cc1nnc(CN(C)Cc2nc(-c3ccc(C)s3)oc2C)o1,-2,1,-7
CCOC(=O)c1nn(-c2ccc(F)cc2)c(=O)cc1OCC(=O)Nc1c(C)cc(C)cc1C,·,-4,10
CCN1CC(NC(=O)CNS(=O)(=O)c2ccc(F)cc2C)CC1=O (centres undefined),-17,-4,28
Cc1nn(-c2nc(C)c(C)c(=O)[nH]2)c(C)c1CCC(=O)NC(C)CCc1ccccc1 (centres undefined),·,-9,6
Cc1ccc(-c2cc3c(=O)n(CC(=O)Nc4ccccc4F)ccn3n2)cc1,-7,-6,4
CCCNC(=O)c1ccc(S(=O)(=O)NCCc2ccccc2)o1,·,-2,-10
CCc1cc(=O)[nH]c(-n2nc(C)cc2NC(=O)C2CC2)n1,0,-1,-7

# Looked up above:
# `COC(=O)N[C@@H](C)CNc1nccc(-c2cn(C(C)C)nc2-c2cc(Cl)cc(NS(C)(=O)=O)c2F)n1` @ hcGAS inh = -12
# `CCN1CCN(C(=O)c2ccc(N3CCC(N4CCC(Oc5ccc(F)cc5)CC4)CC3)cc2)CC1` @ hcGAS inh = -4
# `CCc1cccc(C)c1NC(=O)Cn1nc(-c2ccc(F)cc2)c2sc(N3CCCC3)nc2c1=O` @ hcGAS inh = -3

# Continuation.
SMILES,mcGAS inh,hcGAS inh,NPYLR7 ag
C=CCn1cnc2c(c1=O)c1nc3ccccc3nc1n2CCC(C)C,·,3,-3
CCc1nc(C)c(C(=O)N(C)Cc2csc(C(C)C)n2)o1,-2,-5,1
CCN(CC)S(=O)(=O)c1ccc(C(C)NCc2sccc2C)cc1 (centres undefined),·,-11,2
Cc1ccc(C(NC(=O)c2ccc(C(F)(F)F)[nH]c2=O)c2ccccc2)cc1C (centres undefined),·,2,2
COc1ccccc1C(=O)Nc1cccc(NC(=O)CCc2nncn2C)c1,-9,-6,3
CC1(C)[C@H]2CC=C(CN3CCC(n4nccc4NC(=O)c4ccc5c(c4)OCO5)CC3)[C@@H]1C2,-11,-6,·
CN1CCN(CCC=C2c3ccccc3Sc3ccc(S(=O)(=O)N(C)C)cc32)CC1,·,-1,-10
O=C(c1cc(-c2ccc(F)cc2)nc2cc(-c3ccc(Cl)cc3)nn12)N1CCCC1,-6,-1,19
CN(C)CCN1CCN(c2nccn3ccnc23)CC1,·,-11,5
Cc1ccsc1CN(Cc1ccc2c(c1)OCO2)C(=O)CN(CCN1CCCC1)C(=O)CCc1ccccc1,-4,-6,16
Cn1ncc(N=[N+]([O-])c2cnn(C)c2C(=O)Nc2ccc(Cl)cc2)c1C(=O)Nc1ccc(Cl)cc1,-3,-4,-4
CNC(=O)[C@@H]1[C@@H](OC(=O)Nc2ccccc2)C(=O)N(C)C12CCN(C(=O)C1CCC1)CC2,-7,1,22
CC1CC1C(=O)NCC(C)(C)NC(=O)OC(C)(C)C (centres undefined),·,-11,-1
Nc1nc(CSC2=NCCS2)nc2ccccc12,-2,-2,2
O=C(Cn1cnc2sc3c(c2c1=O)CCCC3)NCC1CCCO1 (centres undefined),0,0,4
CC(C)CCN(CC(=O)N1CCc2sccc2C1COc1cccc(F)c1)C(=O)Nc1cccc(Cl)c1 (centres undefined),0,1,-4
COc1ccc(CCN(C)C(=O)CC(c2cccc3c2OCO3)c2c[nH]c3ccccc23)cc1OC (centres undefined),-7,-6,-1
CC(C)COc1nc(-c2ccccc2F)n(-c2ccc(NC(=O)c3ccc([N+](=O)[O-])cc3Cl)cc2)n1,-4,2,·
CCn1c(C)cc(O)c(C(c2cccc(O)c2)c2c(O)cc(C)n(CC)c2=O)c1=O,-9,-9,5
COCCC(=O)N1CCC(Oc2ccc(C(=O)NCc3ccncc3C)cc2)CC1,-10,-7,-2
CN(C(=O)C1CCN(c2nc(-c3ccccc3)nc3c2CCC3)CC1)C1CCOC1 (centres undefined),-3,-4,-4
Nc1nnc(COc2ccc(Br)cc2)s1,-3,-4,-3
O=C(NC1CC2CCC1O2)c1sccc1C1CC1 (centres undefined),·,-3&-8,2&7
O=C(CSc1nnc(-c2ccccc2)n1-c1ccccc1)N/N=C\c1ccccc1F,·,-1,-3
C=CCn1c(SCC(=O)Nc2nc(C)c(C)s2)nnc1-c1ccccc1,·,0,31
CCOc1nc(-c2ccc(C)cc2)n(-c2cccc(NC(=O)c3cccc([N+](=O)[O-])c3)c2)n1,-5,4,18
Oc1ccc([C@H]2Oc3cc(O)cc(O)c3C[C@H]2O)cc1,-4,-2,·
CC(C)Oc1ccc(C=C2C(=O)NC(=O)NC2=O)cc1,-7,1,4

# In the list so far, 18 contain fluorine.
SMILES,mcGAS inh,hcGAS inh,NPYLR7 ag
CC(=O)NC(C(=O)Nc1nc2ccc(F)cc2s1)C(C)C (centres undefined),·,-2,1
CC(=O)c1cccc2c1OC(F)(F)C(=O)N2Cc1cccc(F)c1,·,-2,4
COc1cc(OC)cc(C(=O)N(CC(=O)N(Cc2cccn2Cc2ccc(F)cc2)C2CCCCC2)CC(C)C)c1,-3,3,-4
CCN1CCN(C(=O)c2ccc(N3CCC(N4CCC(Oc5ccc(F)cc5)CC4)CC3)cc2)CC1,-25,-4,-1
CCOC(=O)c1c(NC(=O)c2cncc(Br)c2)c(-c2cccc(F)c2)cn1C,-5,-5,1
CN1CCN(c2cc(-c3cccc(OC(F)(F)F)c3)nc3ccnn23)CC1,-3,-3,-4
Cc1cc(C)cc(-c2ccc(-n3cncc3C(=O)NCc3ccc(OC(F)(F)F)cc3)cc2)c1,-6,0,12
CCc1cccc(C)c1NC(=O)Cn1nc(-c2ccc(F)cc2)c2sc(N3CCCC3)nc2c1=O,-8,-3,-3
COc1cccc(Cc2nsc(N3CCC(CNC(=O)Nc4cc(C(F)(F)F)cc(C(F)(F)F)c4)CC3)n2)c1,3,1,·
COC(=O)N[C@@H](C)CNc1nccc(-c2cn(C(C)C)nc2-c2cc(Cl)cc(NS(C)(=O)=O)c2F)n1,-12,-12,4
CCOC(=O)c1nn(-c2ccc(F)cc2)c(=O)cc1OCC(=O)Nc1c(C)cc(C)cc1C,·,-4,10
CCN1CC(NC(=O)CNS(=O)(=O)c2ccc(F)cc2C)CC1=O (centres undefined),-17,-4,28
Cc1ccc(-c2cc3c(=O)n(CC(=O)Nc4ccccc4F)ccn3n2)cc1,-7,-6,4
Cc1ccc(C(NC(=O)c2ccc(C(F)(F)F)[nH]c2=O)c2ccccc2)cc1C (centres undefined),·,2,2
O=C(c1cc(-c2ccc(F)cc2)nc2cc(-c3ccc(Cl)cc3)nn12)N1CCCC1,-6,-1,19
CC(C)CCN(CC(=O)N1CCc2sccc2C1COc1cccc(F)c1)C(=O)Nc1cccc(Cl)c1 (centres undefined),0,1,-4
CC(C)COc1nc(-c2ccccc2F)n(-c2ccc(NC(=O)c3ccc([N+](=O)[O-])cc3Cl)cc2)n1,-4,2,·
O=C(CSc1nnc(-c2ccccc2)n1-c1ccccc1)N/N=C\c1ccccc1F,·,-1,-3

# Assay outcomes (PubChem)
